KB-3-1 tox = kills parental KB-3-1 adenocarcinoma cells; KB-3-1 viability, CellTiter-Glo ATP luminescence, 72 h; Potency, µM (titrated, usually from 46.1 µM), for inactives: at the highest dose activity change, negative = cytotoxic, most hits filed as cytotoxic; 400,000 tested, 1.4% active; also: potency is read from the fitted curve at half-maximal effect; % is scaled to controls: 0 for no effect and ±100 for the full control effect; nearly all actives have a fitted effect of over 60% in size
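Cells are dispensed, compounds pinned in, plates held at 37 °C for 72 h, then CellTiter-Glo is added and luminescence read after 10 minutes. Cell line: parental KB-3-1 in phenol-red-free DMEM, 10% FBS.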
ATXN2 expr inh = inhibitors of ATXN2 expression | HEK-293 ATXN2-luciferase reporter, luminescence, 24 h | Potency, µM (titrated, usually from 57 µM), without a hit: top-dose activity change, negative = inhibition, most hits filed as inhibitors | 360,000 tested, 0.72% active; also: potency is read from the fitted curve at half-maximal effect; % is scaled to controls: 0 for no effect and ±100 for the full control effect; nearly all actives have a fitted effect of over 55% in size
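ATXN2-luciferase reporter cells (luciferase flanked by upstream and downstream ATXN2 gene portions) were treated 24 h at 37 °C with compounds at up to 57 uM. SteadyGlo luminescence gave expression; GF-AFC fluorescence gave viability.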
IL-1B inflam inh = blocks inflammasome-driven IL-1 beta release; THP-1 LPS/ATP IL-1B secretion, AlphaLISA, 16 h; active compounds read low; activity change, % at 57.5 µM; 360,000 tested, 4.7% active; AID 743279; in the data active = activity change below about -50%; inconclusive = mostly about -30% to -49%; also: % is scaled to controls: 0 for no effect and ±100 for the full control effect
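Secreted IL-1B measured by AlphaLISA bead assay after 16 h compound exposure of THP-1 cells; compounds (final up to 57.5 uM) added 1 h before LPS (250 ng/mL) and ATP (1.25 mM) stimulation; lower signal means less secretion.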
HT1080NT lethal = kills 2HG-producing HT-1080-NT fibrosarcoma cells; Potency, µM (top dose mostly 46.1 µM), for inactives: top-dose activity, negative = less viability, usual class: cytotoxic; HT-1080-NT fibrosarcoma viability, CellTiter-Glo ATP luminescence, 48 h; AID 686970; 360,000 tested, 1.6% active;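 also: NT is the 2HG producing partner of a matched IDH1 knockdown line; potency is read from the fitted curve at half-maximal effect; 0% = DMSO-treated cells and -100% = media-only wells without cells; nearly all actives have a fitted effect of over 55% in size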
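Viability of the 2HG-overproducing fibrosarcoma line after 48 hours of compound exposure at 37 degrees C was determined by luminescence with CellTiter-Glo, and concentration-effect curves were then fitted and categorized.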
MCF10A rereplic = induces DNA re-replication in MCF 10a normal breast cells | MCF 10A DNA re-replication, Hoechst nuclear intensity, 48 h | Potency, µM (doses to about 46.1 µM), for the others: at the top dose activity, positive = re-replication, usual class: activators | 350,000 tested, 2.9% active; also: potency is read from the fitted curve at half-maximal effect; % of control where 0% means no effect; nearly all actives have a fitted effect of over 50% in size
ATXN viability = reduces viability in counter-screen for ATXN expression inhibitors; S2 cells (HEK-293 line with an ATXN2-luciferase reporter) viability, CellTiter-Fluor protease fluorescence, 24 h; 400,000 tested, 0.49% active; AID 651635; Potency, µM (doses to about 56.7 µM), most hits filed as cytotoxic; also: potency is read from the fitted curve at half-maximal effect; nearly all actives have a fitted effect of over 40% in size
HT1080 IDH1KD tx = HT-1080 IDH1 knockdown cell toxicity (counter line). 360,000 tested, 2% active. HT-1080 IDH1 knockdown viability, ATP luminescence, 48 h. AID 686971. Potency, µM (top dose mostly 46.1 µM), for the others: top-dose activity, negative = toxicity, actives largely listed as cytotoxic;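 also: potency is read from the fitted curve at half-maximal effect; 0% = DMSO wells and -100% = cell-free medium wells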
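Assay cells: HT-1080 with IDH1 knockdown, 750 per well, RPMI/5% FBS. Exposure: 48 h at 37 °C following 2 h pre-incubation. Read: CellTiter-Glo luminescence; fitted concentration-response, curve class assigned.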
SW480 rerep = induces DNA re-replication in SW480 colon adenocarcinoma cells; SW480 DNA re-replication, Hoechst DNA content imaging, 48 h; Potency, µM (titrated, usually from 46.1 µM), inactives show at the highest dose re-replication activation, most hits filed as activators; 340,000 tested, 1.8% active; also: potency is read from the fitted curve at half-maximal effect; % of control where 0% means no effect; nearly all actives have a fitted effect of over 55% in size
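Hoechst fluorescence of nuclei (405 nm excitation, 500-530 nm emission) measured by plate-scanning imager after 48 hr compound exposure at 37 C; re-replication scored as increased number of nuclei with elevated intensity.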
HepG2 tox = kills HepG2 cells in TGF-b inhibitor counter-screen. 410,000 tested, 0.76% active. HepG2 CAGA-GFP viability, ATP luminescence, 18 h. Potency, µM (series often up to 46.1 µM), inactives show at the highest dose activity change, negative = cytotoxicity, most hits filed as cytotoxic; also: potency is read from the fitted curve at half-maximal effect; some results filed as inactive show a strong effect at the top dose
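CellTiter-Glo luminescence gave cytotoxicity after 18 hours at 37 degrees C. The cells were HepG2 CAGA-GFP in 1% FBS DMEM, stimulated with 500 pg/mL TGF-beta after compound addition. %Activity was normalised to no-cell wells (complete cell-killing) and DMSO (no toxicity), and curves were fitted and classified.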
An asterisk follows results filed as active; i = inactive; ? = inconclusive; · = not tested or not shown; & = joins results of further samples; [ ] = another dose, or the depositor's remark. Unless noted, calls follow the shape of the dose curve; as a rule, active = well fitted curve in the direction sought with a large enough effect; inconclusive = small, poorly fitted or top-dose-only effect, or another doubt; inactive = no such curve, though single readings can be large; an effect the other way counts as inactive or inconclusive. These rows are one share of the data. The share of hits here may be higher or lower than overall.

SMILES	KB-3-1 tox	ATXN2 expr inh	IL-1B inflam inh	HT1080NT lethal	MCF10A rereplic	ATXN viability	HT1080 IDH1KD tx	SW480 rerep	HepG2 tox
Cc1ccnc(-n2c(C)cc(/C=C3\C(=O)NC(=S)N(C)C3=O)c2C)c1	0%	-15%	-79*	13%	?	?	8%	-4%	23%
COc1ccc(CCn2c(O)c(C=NCCCN(C)C)c(=O)[nH]c2=O)cc1OC	-5%	1%	9	0%	5%	i	0%	-2%	-5%
COCCNC(=O)Cn1cc(/C=C2\C(=O)NC(=O)N(c3cccc(C)c3C)C2=O)c2ccccc21	-7%	-7%	6	?	?	i	-8%	?	-8%
COC(=O)C1=C(c2ccc(OC(F)(F)F)cc2)C[C@@H]2CC[C@H]1N2C(=O)NCCNC(C)=O	3%	-6%	19	0%	14%	i	-1%	-4%	-3%
CC1=CC(C)C(COC(N)=O)(COC(N)=O)C(C)C1 (stereo not given)	1%	-1%	6	-1%	8%	i	-5%[9.24 µM]	-5%	2%
c1cncc(CNCCc2ccc3c(c2)OCO3)c1	4%	·	-6	10%	2%	i	1%	-7%	-8%
Nc1cc(Cl)c2nonc2c1[N+](=O)[O-]	16µM*	?	-102*	7.3µM*	3.3µM*	?	12µM*	?	11µM*
Nc1ccc(CC(N)c2csc(Nc3ncccn3)n2)cc1 (stereo not given)	0%	-24%	-15	-14%	·	i	-30%	·	-4%
COc1ccc(-c2nc3ccccc3c(=O)n2-c2cccnc2)cc1	4%	-4%	3	6%	8%	i	10%	-9%	5%
Cc1ccc([C@H]2C[C@H](O)[C@@H](n3cc(COC(=O)c4ccccc4)nn3)CN2C(=O)C2CCCCC2)cc1	-4%	?	-15	-17%	·	?	-11%	·	-29%
NCCc1c[nH]c2ccc(O)cc12	0%	3%	9	13%&22%	?	i	0%&11%	-18%	-6%
COc1ccc(S(=O)(=O)Nc2cc([N+](=O)[O-])ccc2OC)cc1	?	-31%	27	13µM*	?	?	16µM*	?	3%
CC(Cc1ccccc1)NC(=O)CN1CCCC1=O (stereo not given)	2%	4%	-6	2%	-37%[inhibitor]	i	23%	0%	0%
Cc1ccccc1C(=O)N1CC1C (stereo not given)	1%	-9%	2	-8%	1%	i	10%	-13%	-1%
CC(=O)OC[C@]12CCC(C)=C[C@H]1O[C@@H]1[C@H](O)[C@@H](OC(C)=O)[C@@]2(C)[C@]12CO2	?	-71%	-106*	?	9%	i	0.21µM*	?	-13%
O=C1CCCC2=C1C(c1cccnc1)Nc1ccccc1N2 (stereo not given)	13%	-1%	52	23%	-2%	i	12%	-5%	3%
Cc1nc2ncnn2c(C)c1CCC(=O)N1CCC2(CC1)OCCO2	-3%	-2%	-3	4%	8%	i	5%	0%	-20%
CCCCOC(=O)C1=C(N)OC2=C(C(=O)CCC2)[C@]12C(=O)Nc1ccccc12	13%	-4%	8	3%	-5%	i	0%	-1%	12%
COc1ccc(CNC(=O)C(CC(C)C)NS(=O)(=O)c2ccc3c(c2)oc(=O)n3C)cc1 (stereo not given)	?	-11%	·	·	·	i	·	·	6%
N=Cc1c(O)n(-c2ccc(C34CC5CC(CC(C5)C3)C4)cc2)c(=O)[nH]c1=O	6%	-4%	5	-23%	5%	?	-22%	3.3µM*	-9%
O=C(NCC1=C(c2cccc3ccccc23)C[C@@H]2CC[C@H]1N2Cc1ccco1)c1cccnc1	-11%	-8%	-5	-9%	·	?	6%	·	-32%
Cc1ccc2c(c1)C1CN(C)CCC1N2C(=O)Cn1nnc(-c2ccccc2F)n1 (stereo not given)	-17%	-11%	-9	1%	-2%	i	1%	-6%	3%
COC(=O)C1=C(c2ccc3ccccc3c2)C[C@@H]2CC[C@H]1N2C(=O)NC1CC1	-7%	-3%	32	9%	-6%	i	3%	5%	-3%
CC1=C(C(=O)O)N2C(=O)[C@@H](NC(=O)CCCC(=O)O)[C@H]2SC1	0%	3%	4	-2%	2%	i	0%	4%	2%
COc1cc(/C=C2/SC(=S)N(Cc3ccccc3)C2=O)ccc1OCC(=O)O	8%	6%	6	-4%	?	?	-25%	15%[1.84 µM]	-20%
Cc1ccc(C(=O)Nc2nc3ccccc3[nH]2)cc1	?	3.5µM*	32	?	?	i	?	?	-70%
CCOc1ccc(N2C(=O)NC(=O)/C(=C/c3cnc(SC)nc3)C2=O)cc1	-14%	6%	47	-4%	12%	i	1%	-4%	1%
C=CCn1c(O)c(/C(C)=N/N2CCCCC2)c(=O)[nH]c1=O	-10%	-4%	·	14%	-14%	i	17%	-37%[inhibitor]	-2%
O=C(NCc1ccccc1)N1CCc2c(sc3c2CCCC3)C1c1ccccc1 (stereo not given)	?	4%	·	·	·	?	·	·	-16%
Cc1ccc(CN2CCCC(C(=O)c3ccc4c(c3)OCO4)C2)cc1C (stereo not given)	-2%	-22%	0	-29%	13%	i	-29%	-7%	-24%
COc1cc2ccc(=O)oc2c2ccoc12	0%	7%	-16	2%	-23%	i	-2%	-1%	-15%
CCC(=NCCCO)c1c(O)n(-c2ccc(OC)cc2)c(=O)[nH]c1=O	0%	3%	13	-2%	-6%	i	2%	-8%	1%
CC(=O)Nc1ccc(NC(=O)CN(c2ccc(C34CC5CC(CC(C5)C3)C4)cc2)S(C)(=O)=O)cc1	-2%	-25%	8	?	-6%	?	-18%	21%	-44%
C[C@H]1CN([C@@H](C)CO)C(=O)CCCn2nncc2CO[C@H]1CN(C)C(=O)Oc1cccc2ccccc12	0%	2%	24	4%	·	i	11%	·	12%
COC(=O)C1=C(c2ccc(C(C)=O)cc2)C[C@@H]2CC[C@H]1N2C	4%	4%	43	0%	-7%	i	0%	?	1%
CC1=NNC(=O)C1Br (stereo not given)	8%	8%	3	0%	?	i	-22%	?	-16%
CCC(C)NC(=O)c1c(N)n(CCCOC)c2nc3ccccc3nc12 (stereo not given)	-24%	-25%	?	-4%	4.1µM*	·	-4%	7.3µM*	-39%
O=c1cc(O)c2ccccc2[nH]1	-12%	-22%	20	2%	?	i	1%	10%	-9%
O=C1C(=Cc2ccccc2)N2CCC1CC2	-13%	29%	-25	-5%	5%	i	-9%	-10%	10%
CC(Cc1ccccc1)[n+]1cc(/N=C(\[O-])N(C)C)on1 (stereo not given)	-1%	6%	-20	6%	-1%	i	9%	-2%[9.22 µM]	-12%
COC(=O)c1cc(C(O)(C(=O)OC)C(F)(F)F)c(/N=C/N(C)C)s1 (stereo not given)	17%	3%	23	9%	-4%	i	14%	-9%	-2%
Cc1cc(OCC(=O)N[C@@H](Cc2ccccc2)C(=O)O)c2c3c(c(=O)oc2c1)CCCC3	0%	-4%	-6	-4%	0%	i	-7%	-14%	6%
CCOC(=O)C1=C(c2ccccc2)N=c2s/c(=C\c3ccc(O)cc3)c(=O)n2C1c1cccs1 (stereo not given)	?	28µM*	-78*	?	?	?	?	?	-89%
O=C(Cc1ccccc1)N1CCN(Cc2ccc([N+](=O)[O-])cc2)CC1	-1%	-19%	9	2%	3%	i	2%	-2%	-1%
CCC(=NCc1cccnc1)c1c(O)n(-c2ccc(Cl)cc2)c(=O)[nH]c1=O	0%	-25%	5	?	-2%	i	18%	-5%	13%
COc1ccc(-n2c(O)c(/C(C)=N/N3CCCCCC3)c(=O)[nH]c2=O)cc1	12%	20%	4	2%	8%	i	4%	-2%	11%
C=C1[C@@H](C)[C@H]2[C@H](Cc3ccccc3)NC(=O)[C@]23OC(=O)/C=C/[C@H](O)CCC[C@@H](C)C/C=C/[C@H]3[C@@H]1O	-7%	-10%	35	1.3µM*	?	i	0.73µM*	5.8µM*	-36%&-41%
COc1ccc2c(c1)C13CCCC[C@@H]1C(C2)N(C)CC3 (stereo not given in full)	0%	-13%	-12	?	?	?	?	-9%&-1%	-20%
O=C(/C=C/C=C/c1ccccc1)CC1(O)C(=O)Nc2ccccc21 (stereo not given)	-5%	-49%	0	?	?	i	?	0%	-30%
C=CCn1c(C)c(C=C2C(=O)NC(=O)NC2=O)c2ccccc21	-2%	·	4	-10%	-4%	i	-4%	-3%	-6%
C=CCCC[C@@H]1OC(=O)CNC(=O)C([C@@H](C)CC)NC(=O)[C@@H]2CCCN2C(=O)C([C@@H](C)CC)OC(=O)[C@H](Cc2ccccc2)N(C)C(=O)[C@H](C(C)C)NC(=O)C1(C)C (stereo not given in full)	?	32µM*	-52*	?	·	?	?	·	-31%
COC(=O)C1=C(c2ccc(F)cc2F)C[C@@H]2CC[C@H]1N2C(=O)NCCCOC(C)C	15%	0%	20	16%	2%	?	15%	-5%	0%
Cc1c(C(=O)O)cccc1-n1c(C)cc(/C=C2\C(=O)NC(=O)N(c3ccc4c(c3)OCO4)C2=O)c1C	-2%	9%	16	2%	1%	i	-10%	3%	3%
CCn1c(O)c(/C=N/N2CCOCC2)c(=O)n(CC)c1=S	7%	-23%	-23	-18%	6%	i	-26%	11%	-11%
Cc1ccccc1N1C(=O)CC(=O)N(c2ccccc2C)C1=O	0%	2%	5	6%	-2%	i	0%	0%	1%

One compound at a time (already shown):
C=CCn1c(C)c(C=C2C(=O)NC(=O)NC2=O)c2ccccc21 as listed: KB-3-1 tox = -2%; ATXN2 expr inh = ·; IL-1B inflam inh = 4; HT1080NT lethal = -10%; MCF10A rereplic = -4%; ATXN viability = i; HT1080 IDH1KD tx = -4%; SW480 rerep = -3%; HepG2 tox = -6%
COC(=O)C1=C(c2ccc(F)cc2F)C[C@@H]2CC[C@H]1N2C(=O)NCCCOC(C)C as listed: KB-3-1 tox = 15%; ATXN2 expr inh = 0%; IL-1B inflam inh = 20; HT1080NT lethal = 16%; MCF10A rereplic = 2%; ATXN viability = ?; HT1080 IDH1KD tx = 15%; SW480 rerep = -5%; HepG2 tox = 0%

Bioassay records: PubChem BioAssay, National Center for Advancing Translational Sciences (NCATS)
